Screens deposited in PubChem BioAssay by several laboratories.
BoNT F protease – inhibitors of Botulinum neurotoxin F light chain protease; Multiplex microsphere protease cleavage assay, flow cytometry; inhibition, % at 10 µM; 360,000 compounds, 0.22% hits; in the data active = inhibition above about 35%, passing the limit was not always enough; also: plate controls were buffer without enzyme for full effect and enzyme alone for no effect
PrPC surface inh – cell surface PrPC inhibition, primary TR-FRET screen; P04156; TR-FRET read-out; inhibition, % at 13.8 µM; 370,000 compounds, 0.43% hits; AID 720596; in the data active = inhibition above about 24%; also: 0% = median of the test wells and 100% = reference compound wells
PriA SSB inh – blocks PriA binding to SSB C-terminal tail. AlphaScreen SSBct-PriA binding, biotinylated peptide. inhibition, % at 33 µM. 430,000 compounds, 0.6% hits. AID 1272365; in the data active = inhibition mostly above about 37%, no sharp cut-off; inactive = mostly below about 20%;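 also: plate controls were negative control peptide for no effect and reference peptide for full effect; strong numbers were not always called active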
CCHFV vOTU inh – blocks the CCHF virus ovarian tumor domain protease | AID 651958 | 370,000 compounds, 0.55% hits | CCHFV vOTU protease, Pep-AMC fluorescence | inhibition, % at 11.5 µM; in the data active = inhibition above about 30%; also: 0% = vehicle wells with enzyme and 100% = no enzyme wells
VHR inh abs – blocks human VHR1 dual specificity phosphatase; inhibition, % at 13.3 µM; 290,000 compounds, 0.52% hits; P51452; recombinant VHR phosphatase, pNPP absorbance; in the data active = inhibition above about 50%; also: some compounds called inactive have numbers as strong as hits
Target sequence (P51452 whole entry, looked up): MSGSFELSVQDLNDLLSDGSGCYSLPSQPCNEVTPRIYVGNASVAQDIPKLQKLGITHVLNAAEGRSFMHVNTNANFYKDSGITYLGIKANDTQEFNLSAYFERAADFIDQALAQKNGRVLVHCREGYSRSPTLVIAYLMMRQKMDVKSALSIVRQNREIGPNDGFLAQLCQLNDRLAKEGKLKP
3CLpro inhibitor – SARS-CoV 3CLpro protease inhibition; recombinant SARS-CoV 3CLpro, quenched FRET peptide cleavage; 290,000 compounds, 0.14% hits; AID 1706; P0C6X7; inhibition, % at 6 µM; in the data active = inhibition above about 12%
Anthrax LF inh2 – blocks Bacillus anthracis lethal factor protease; 360,000 compounds, 0.12% hits; multiplex microsphere protease cleavage assay, LF; inhibition, % at 10 µM; P15917; also: plate controls were buffer without enzyme for full effect and enzyme alone for no effect
Target sequence (P15917 whole entry, looked up): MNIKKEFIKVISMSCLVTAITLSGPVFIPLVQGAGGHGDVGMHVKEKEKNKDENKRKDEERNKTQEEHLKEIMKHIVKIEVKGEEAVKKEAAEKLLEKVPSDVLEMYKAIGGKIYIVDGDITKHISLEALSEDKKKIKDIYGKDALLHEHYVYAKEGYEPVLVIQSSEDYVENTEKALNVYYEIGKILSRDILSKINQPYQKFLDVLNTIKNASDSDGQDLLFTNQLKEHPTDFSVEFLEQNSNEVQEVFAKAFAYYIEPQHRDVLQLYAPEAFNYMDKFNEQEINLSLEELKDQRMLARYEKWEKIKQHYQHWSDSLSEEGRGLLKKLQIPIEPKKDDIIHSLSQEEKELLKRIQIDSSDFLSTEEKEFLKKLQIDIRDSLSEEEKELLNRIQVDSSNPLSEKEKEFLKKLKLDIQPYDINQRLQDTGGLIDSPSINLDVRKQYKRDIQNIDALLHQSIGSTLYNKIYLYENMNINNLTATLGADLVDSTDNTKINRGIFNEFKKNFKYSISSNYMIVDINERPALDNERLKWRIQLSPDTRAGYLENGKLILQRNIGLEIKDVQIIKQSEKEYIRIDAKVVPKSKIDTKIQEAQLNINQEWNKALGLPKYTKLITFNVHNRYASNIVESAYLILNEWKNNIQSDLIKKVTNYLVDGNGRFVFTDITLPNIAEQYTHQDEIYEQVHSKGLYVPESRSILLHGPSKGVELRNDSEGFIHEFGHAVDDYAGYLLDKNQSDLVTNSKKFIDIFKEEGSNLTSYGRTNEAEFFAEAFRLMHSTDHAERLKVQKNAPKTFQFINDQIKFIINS
Rv3671c protease – Rv3671c (M. tuberculosis) protease inhibition. AID 2606. P9WHR9. 320,000 compounds, 0.048% hits. inhibition, % at 5.96 µM; in the data active = inhibition above about 38%;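 also: extracellular domain of Rv3671c used as enzyme; 0% = enzyme with DMSO and 100% = no enzyme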
BoNT-A LC inh2 – BoNT A light chain protease inhibition; multiplex microsphere protease substrate cleavage, flow cytometry; inhibition, % at 10 µM; 360,000 compounds, 0.17% hits; AID 588499; also: plate controls were buffer without enzyme for full effect and enzyme alone for no effect
MazEF act – activators of E. coli MazEF toxin-antitoxin RNase | P0AE70 | FAM/BHQ RNA-DNA oligo cleavage fluorescence, 5 h | activation, % at 20 µM | 350,000 compounds, 0.32% hits | AID 504720; in the data active = activation above about 50%
Target sequence (P0AE70 whole entry, looked up): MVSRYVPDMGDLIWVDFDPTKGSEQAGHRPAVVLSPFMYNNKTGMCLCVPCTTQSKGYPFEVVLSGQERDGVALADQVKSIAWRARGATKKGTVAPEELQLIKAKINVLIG
* hit, by the source's call. Rule as the data show it, unless noted: active = inhibition above about 30%; inconclusive = no clear call, values can overlap the other calls; inactive = below that. A portion of the library; count on the stated rates, not on these rows.

For CC1=CC(=O)N(c2cccc3c(N4C(=O)C=C(C)C4=O)cccc23)C1=O the results were BoNT F protease 1, PrPC surface inh 2, PriA SSB inh -11, CCHFV vOTU inh 4, Anthrax LF inh2 -3, BoNT-A LC inh2 -0.4 and MazEF act 3.
Screening COC(=O)c1nn(-c2c(C)n(C)n(-c3ccccc3)c2=O)cc1O returned BoNT F protease -7, PrPC surface inh 4, PriA SSB inh 0, CCHFV vOTU inh -13, VHR inh abs 11, 3CLpro inhibitor -4, Anthrax LF inh2 -1, Rv3671c protease 4, BoNT-A LC inh2 0.0 and MazEF act -1.
For CNC(=O)COc1ccc(Nc2nnc(-c3ccc(C)c(S(N)(=O)=O)c3)c3ccccc23)cc1 the results were BoNT F protease -35, PrPC surface inh -16, PriA SSB inh 7, CCHFV vOTU inh 14, VHR inh abs -5, 3CLpro inhibitor 6, Anthrax LF inh2 -1, Rv3671c protease -3, BoNT-A LC inh2 -1.4 and MazEF act 1.
For Cc1ccc(C(=O)NC(=S)NCC(=O)c2ccccc2)cc1 the results were BoNT F protease 3, PrPC surface inh -3, PriA SSB inh -19, CCHFV vOTU inh 3, VHR inh abs -8, 3CLpro inhibitor 3, Anthrax LF inh2 -1, Rv3671c protease 3, BoNT-A LC inh2 0.2 and MazEF act 6.
`CC(=O)Nc1ccc(C(=O)OCc2ccc(Br)cc2)cc1` gave BoNT F protease 7, PrPC surface inh 0, PriA SSB inh -12, CCHFV vOTU inh 1, VHR inh abs -5, 3CLpro inhibitor 4, Anthrax LF inh2 -1, Rv3671c protease -4, BoNT-A LC inh2 0.6 and MazEF act 3.
Screening COC(=O)[C@@]1(C)[C@H]2C(=O)N(Cc3ccccc3)C(=O)[C@H]2[C@H]2CN(C)C(=NC3CCCCC3)N21 returned BoNT F protease -5, PrPC surface inh 2, PriA SSB inh -12, CCHFV vOTU inh -4, Anthrax LF inh2 -7, BoNT-A LC inh2 0.1 and MazEF act 4.
Cc1sc(NC(=O)CSc2nnc(C)c(=O)[nH]2)c(C#N)c1C was read as BoNT F protease -7, PrPC surface inh 0, PriA SSB inh -11, CCHFV vOTU inh 17, VHR inh abs 36, 3CLpro inhibitor 4, Anthrax LF inh2 -3, Rv3671c protease 2, BoNT-A LC inh2 -0.8 and MazEF act 5.
CC(C)n1nc(C(=O)Nc2cccc(S(=O)(=O)N3CCOCC3)c2)c2ccccc2c1=O was read as BoNT F protease -3, PrPC surface inh 3, PriA SSB inh -1, CCHFV vOTU inh 5, Anthrax LF inh2 -7, Rv3671c protease -3, BoNT-A LC inh2 0.2 and MazEF act -3.
`COc1ccc(CN(Cc2cccnc2)S(=O)(=O)c2ccc(-n3cnnn3)c(OC)c2)cc1` gave BoNT F protease -8, PrPC surface inh 6, PriA SSB inh -12, CCHFV vOTU inh 4, VHR inh abs 26, 3CLpro inhibitor 0, Anthrax LF inh2 -12, Rv3671c protease 2, BoNT-A LC inh2 -0.8 and MazEF act -9.
CC#CCOC(=O)c1c(C)nc2sc3c(c2c1N)CCC(O)C3 (centres undefined) was read as BoNT F protease -3, PrPC surface inh 42*, PriA SSB inh -4, CCHFV vOTU inh -4, Anthrax LF inh2 -7, Rv3671c protease 3, BoNT-A LC inh2 -0.6 and MazEF act 12.
`O=C(OCC(=O)N1CCc2ccccc2C1)c1ccc(O)cc1` gave BoNT F protease 0, PrPC surface inh -4, PriA SSB inh -6, CCHFV vOTU inh 10, Anthrax LF inh2 0, Rv3671c protease 8, BoNT-A LC inh2 -1.2 and MazEF act 5.
Cc1occc1-c1n[nH]c(=S)n1C was read as BoNT F protease -1, PrPC surface inh 6, PriA SSB inh -27, CCHFV vOTU inh 9, VHR inh abs 18, 3CLpro inhibitor 3, Anthrax LF inh2 -1, Rv3671c protease -2, BoNT-A LC inh2 0.3 and MazEF act 6.
`CCOC(=O)C1=CCN(S(=O)(=O)c2ccc(F)cc2)C1c1ccc(Br)cc1` (centres undefined) gave BoNT F protease 2, PrPC surface inh 2, CCHFV vOTU inh 3, Anthrax LF inh2 -5 and BoNT-A LC inh2 -0.5.
Screening O=c1[nH]c(O)c(/C=C2\C=Nc3ccc(Br)cc32)[nH]1 returned BoNT F protease 4, PrPC surface inh 9, CCHFV vOTU inh 13, VHR inh abs 8, 3CLpro inhibitor 2, Anthrax LF inh2 0, Rv3671c protease 1, BoNT-A LC inh2 -4.0 and MazEF act 33.
For COc1ccc(OCCSc2nc(C)c(Cc3ccccc3)c(=O)[nH]2)cc1 the results were BoNT F protease 1, PrPC surface inh -6, PriA SSB inh -6, CCHFV vOTU inh -1, VHR inh abs 24, 3CLpro inhibitor -7, Anthrax LF inh2 -6, Rv3671c protease -2, BoNT-A LC inh2 0.1 and MazEF act -4.
`COC(=O)c1ccccc1NC(=O)NCc1ccncc1` gave BoNT F protease -2, PrPC surface inh 8, PriA SSB inh -13, CCHFV vOTU inh -1, VHR inh abs 14, 3CLpro inhibitor 7, Anthrax LF inh2 -1, Rv3671c protease -4, BoNT-A LC inh2 -0.4 and MazEF act 114*.
Screening O=S(=O)(Nc1ccc(Cl)cn1)c1ccccc1 returned BoNT F protease -2, PrPC surface inh 2, PriA SSB inh -5, CCHFV vOTU inh -5, VHR inh abs 23, 3CLpro inhibitor 3, Anthrax LF inh2 -6, Rv3671c protease 2, BoNT-A LC inh2 0.0 and MazEF act 15.
Screening Cc1ccc(C(=O)NC(Cc2ccc(C(C)(C)C)cc2)C(=O)O)cc1 (centres undefined) returned BoNT F protease 2, PrPC surface inh 2, PriA SSB inh -18, CCHFV vOTU inh 8, Anthrax LF inh2 -4, BoNT-A LC inh2 0.1 and MazEF act 1.
For Cc1n[nH]c(=O)c2c(NC(=O)CSc3nnc(-c4ccco4)n3C)oc(C)c12 the results were BoNT F protease -6, PrPC surface inh 0, PriA SSB inh 1, CCHFV vOTU inh 3, Anthrax LF inh2 2, Rv3671c protease -6, BoNT-A LC inh2 -0.2 and MazEF act 1.
`CCSc1nnc(NC(=O)Cn2cnc3ccccc3c2=O)s1` gave BoNT F protease -8, PrPC surface inh 2, PriA SSB inh -9, CCHFV vOTU inh -6, VHR inh abs 10, 3CLpro inhibitor 0, Anthrax LF inh2 1, Rv3671c protease 1, BoNT-A LC inh2 -0.6 and MazEF act 5.
For CC(=O)OCC(=O)[C@@]1(OC(C)=O)[C@@H](C)C[C@H]2[C@@H]3C[C@H](F)C4=CC(=O)C=C[C@]4(C)[C@@]3(F)[C@@H](O)C[C@@]21C the results were BoNT F protease 9, PrPC surface inh 7, PriA SSB inh -1, CCHFV vOTU inh 7, VHR inh abs -15, 3CLpro inhibitor -3, Anthrax LF inh2 -9, Rv3671c protease 4, BoNT-A LC inh2 -0.2 and MazEF act -12.
Screening Cc1cc2c(cc1S(=O)(=O)CCC(=O)Nc1cccc(C(F)(F)F)c1)OCC(=O)N2 returned BoNT F protease -4, PrPC surface inh -5, PriA SSB inh -7, CCHFV vOTU inh 6, VHR inh abs 4, 3CLpro inhibitor 4, Anthrax LF inh2 -2, Rv3671c protease -1, BoNT-A LC inh2 0.4 and MazEF act 5.
COc1cc(-c2nnc(-c3cc(-c4ccccc4)nc4ccccc34)o2)cc(OC)c1OC was read as BoNT F protease 9, PrPC surface inh 1, PriA SSB inh -9, CCHFV vOTU inh -4, Anthrax LF inh2 -1, BoNT-A LC inh2 0.1 and MazEF act 1.
COc1ccc(S(=O)(=O)N2CCCCC2)cc1NC(=O)CN1C(=O)NC(C)(C2CC2)C1=O (centres undefined) was read as BoNT F protease -10, PrPC surface inh -1, PriA SSB inh -9, CCHFV vOTU inh 9, Anthrax LF inh2 -2, Rv3671c protease 0, BoNT-A LC inh2 -0.3 and MazEF act 10.
Screening OCCN1CCN(c2nc(-c3ccccc3)c3cc(Br)ccc3n2)CC1 returned BoNT F protease -30, PrPC surface inh -75, PriA SSB inh -24, CCHFV vOTU inh 14, VHR inh abs -1, 3CLpro inhibitor 5, Anthrax LF inh2 10, Rv3671c protease 1, BoNT-A LC inh2 -2.3 and MazEF act 9.
Screening COc1cc(C(=O)NCC(=O)OCC(=O)c2ccc[nH]2)cc(OC)c1OC returned BoNT F protease 5, PrPC surface inh -5, PriA SSB inh -5, CCHFV vOTU inh -3, VHR inh abs -4, 3CLpro inhibitor -3, Anthrax LF inh2 -12, Rv3671c protease -2, BoNT-A LC inh2 -0.7 and MazEF act -3.
`O=C(CSc1nnc(-c2cccs2)o1)OCc1ccccc1` gave BoNT F protease -15, PrPC surface inh 0, PriA SSB inh -9, CCHFV vOTU inh -11, VHR inh abs 7, Anthrax LF inh2 -3, Rv3671c protease 6, BoNT-A LC inh2 -0.8 and MazEF act 8.
`CCN(CC)S(=O)(=O)c1ccc(C(=O)NCc2ccc3c(c2)cc(C)n3C)cc1` gave BoNT F protease -98, PrPC surface inh 36*, PriA SSB inh 20, CCHFV vOTU inh 18, VHR inh abs 15, 3CLpro inhibitor 1, Anthrax LF inh2 -83, Rv3671c protease 7, BoNT-A LC inh2 81* and MazEF act -10.
CCc1ccc(S(=O)(=O)NCCc2csc(-c3cccnc3)n2)s1 was read as BoNT F protease 7, PrPC surface inh 14, PriA SSB inh -13, CCHFV vOTU inh 2, VHR inh abs -10, 3CLpro inhibitor 2, Anthrax LF inh2 -3, Rv3671c protease 7, BoNT-A LC inh2 -0.2 and MazEF act 3.
`CC(C)c1ccc(CN(C(=O)/C=C/c2ccco2)C2CCS(=O)(=O)C2)cc1` (centres undefined) gave BoNT F protease 4, PrPC surface inh -5, PriA SSB inh -6, CCHFV vOTU inh 4, VHR inh abs -26, 3CLpro inhibitor 2, Anthrax LF inh2 4, Rv3671c protease -2, BoNT-A LC inh2 0.8 and MazEF act 5.
Screening CCCS(=O)(=O)c1c(S(=O)(=O)CCC)c2c(C(N)=O)cccn2c1C(=O)c1ccc(F)cc1 returned BoNT F protease -2, PrPC surface inh -7, PriA SSB inh -4, CCHFV vOTU inh -1, VHR inh abs 15, 3CLpro inhibitor 2, Anthrax LF inh2 4, Rv3671c protease 10, BoNT-A LC inh2 -0.5 and MazEF act -8.
COc1ccc(OC)c(N(CC(=O)Nc2ccccc2)S(C)(=O)=O)c1 was read as BoNT F protease -20, PrPC surface inh 2, PriA SSB inh 9, CCHFV vOTU inh -8, VHR inh abs 17, 3CLpro inhibitor 2, Anthrax LF inh2 -1, Rv3671c protease 1, BoNT-A LC inh2 -1.9 and MazEF act 2.
Screening O=C1NC(=O)N2CCSC2(Cc2ccccc2)N1 (centres undefined) returned BoNT F protease 11, PrPC surface inh 3, PriA SSB inh -9, CCHFV vOTU inh 8, Anthrax LF inh2 -6, BoNT-A LC inh2 -0.9 and MazEF act -20.
For COc1cccc(CN2CC(C(=O)N3CCCCCCC3)CCC2=O)c1 (centres undefined) the results were BoNT F protease 0, PrPC surface inh 3, PriA SSB inh -2, CCHFV vOTU inh -10, VHR inh abs -31, 3CLpro inhibitor -1, Anthrax LF inh2 1, Rv3671c protease -11, BoNT-A LC inh2 1.2 and MazEF act 10.
`O=C(CO/N=C/c1cccc([N+](=O)[O-])c1)NC1CCCCCC1` gave BoNT F protease -8, PrPC surface inh -5, CCHFV vOTU inh -2, VHR inh abs -8, 3CLpro inhibitor 2, Anthrax LF inh2 -5, Rv3671c protease -3, BoNT-A LC inh2 -0.5 and MazEF act -3.
For Cc1ccc(Cc2c(-c3ccco3)nc3ccc(Br)cn23)cc1 the results were BoNT F protease -4, PrPC surface inh 34*, CCHFV vOTU inh -2, Anthrax LF inh2 -8 and BoNT-A LC inh2 4.3.

Retrieved one by one from the entries so far:
For Cc1ccc(Cc2c(-c3ccco3)nc3ccc(Br)cn23)cc1 the results were BoNT F protease -4, PrPC surface inh 34*, CCHFV vOTU inh -2, Anthrax LF inh2 -8 and BoNT-A LC inh2 4.3.
COc1ccc(OC)c(N(CC(=O)Nc2ccccc2)S(C)(=O)=O)c1 was read as BoNT F protease -20, PrPC surface inh 2, PriA SSB inh 9, CCHFV vOTU inh -8, VHR inh abs 17, 3CLpro inhibitor 2, Anthrax LF inh2 -1, Rv3671c protease 1, BoNT-A LC inh2 -1.9 and MazEF act 2.
